# Screens deposited in PubChem by Sanford-Burnham Center for Chemical Genomics.
# CCR6 antag: CCR6 (human) receptor antagonism | P51684 | CHO-K1 CCR6 PathHunter beta-arrestin, luminescence, CCL20-stimulated | inhibition, % at 20 µM | hit rate 0.49% among 340,000 | AID 493098;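 active means compounds whose inhibition of the agonist-driven luminescence signal at 20 µM reaches about 50%, limit read from the data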;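 further: cells stimulated with CCL20 at 14 nM final; plate controls were DMSO with CCL20 for no effect and DMSO without agonist for full effect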
# MPTP block: inhibitors of mitochondrial permeability transition pore; isolated mouse mitochondria, Ca2+ swelling absorbance, 30 min; inhibition, % at 10 µM; hit rate 1.4% among 360,000;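 active means inhibition of 50% or more, scaled per plate between neutral and stimulator controls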;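 further: 0% = DMSO wells given calcium and 100% = 1 mM EGTA wells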
# EBI2 block: blocks human EBI2 receptor beta-arrestin signaling | hit rate 0.81% among 360,000 | EBI2 beta-arrestin recruitment, luminescence, 7a,25-OHC stimulated | P32249 | inhibition, % at 5 µM; in the data active means inhibition above about 38%;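 further: enzyme fragment complementation signal reports receptor beta-arrestin coupling in cells; 0% = agonist plus DMSO wells and 100% = wells without agonist; some results beyond the cut were filed as inactive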
# GRIN3A LBD mod: modulates the human NR3A ligand-binding domain. NR3A LBD differential scanning fluorimetry, Tm shift; 0% = protein alone, 100% = glycine-bound protein. Tm shift relative to glycine control, % at 25 µM. hit rate 2.5% among 340,000. AID 1259313;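 active means melting temperature shift of at least 10% of the positive control shift, at one fixed dose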
# APOBEC3G inh: inhibitors of human APOBEC3G DNA deaminase; AID 493012; hit rate 0.28% among 330,000; inhibition, % at 20 µM; recombinant A3G, ssDNA deamination FAM/TAMRA fluorescence;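 active means inhibition of at least 40% at 20 µM, with no more than 30% in the related APOBEC3A deaminase screen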;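 further: plate controls were DMSO wells with A3G for no effect and wells lacking A3G enzyme for full effect; some compounds called inactive have numbers as strong as hits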
# Target sequence (Q9HC16 whole entry, looked up): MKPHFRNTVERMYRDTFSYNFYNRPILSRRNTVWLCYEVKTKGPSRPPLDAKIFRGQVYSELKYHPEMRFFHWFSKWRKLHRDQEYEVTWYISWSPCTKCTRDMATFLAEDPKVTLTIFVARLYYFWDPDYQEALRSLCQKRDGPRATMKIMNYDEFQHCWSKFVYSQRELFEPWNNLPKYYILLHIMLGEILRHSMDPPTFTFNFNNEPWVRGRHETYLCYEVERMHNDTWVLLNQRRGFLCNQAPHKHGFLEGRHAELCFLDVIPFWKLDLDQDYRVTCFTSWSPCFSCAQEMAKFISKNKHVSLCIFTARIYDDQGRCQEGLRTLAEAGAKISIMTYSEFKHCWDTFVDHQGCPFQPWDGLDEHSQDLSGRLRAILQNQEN
# CXCR6 block: blocks human CXCR6 beta-arrestin recruitment; O00574; AID 602244; hit rate 0.36% among 360,000; CHO-K1 PathHunter CXCR6 beta-arrestin, luminescence; inhibition, % at 20 µM; in the data active means inhibition above about 34%, passing the limit was not always enough;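 further: antagonist mode with CXCL16 agonist at 10 nM final; 0% = 10 nM CXCL16 with DMSO and 100% = unstimulated wells without agonist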
# Target sequence (O00574 whole entry, looked up): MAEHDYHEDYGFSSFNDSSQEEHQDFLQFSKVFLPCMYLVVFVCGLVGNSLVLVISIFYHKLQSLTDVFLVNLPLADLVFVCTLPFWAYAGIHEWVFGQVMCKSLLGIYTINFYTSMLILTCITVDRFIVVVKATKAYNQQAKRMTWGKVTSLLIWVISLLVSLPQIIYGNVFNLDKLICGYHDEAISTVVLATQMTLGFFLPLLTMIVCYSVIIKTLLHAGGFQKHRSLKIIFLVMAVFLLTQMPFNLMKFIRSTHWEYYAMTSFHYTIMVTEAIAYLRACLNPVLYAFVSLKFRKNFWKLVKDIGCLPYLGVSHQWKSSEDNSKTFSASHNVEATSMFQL
# A3A deaminase: human APOBEC3A DNA deaminase inhibition; AID 493011; recombinant A3A, FAM/TAMRA ssDNA deamination fluorescence; hit rate 0.41% among 330,000; inhibition, % at 20 µM;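 active means at least 40% inhibition at 20 µM here, with at most 30% in a related deaminase screen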;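 further: plate controls were A3A with DMSO for no effect and wells lacking A3A enzyme for full effect; some results filed as inactive read as strong as hits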
# Target sequence (P31941 whole entry, looked up): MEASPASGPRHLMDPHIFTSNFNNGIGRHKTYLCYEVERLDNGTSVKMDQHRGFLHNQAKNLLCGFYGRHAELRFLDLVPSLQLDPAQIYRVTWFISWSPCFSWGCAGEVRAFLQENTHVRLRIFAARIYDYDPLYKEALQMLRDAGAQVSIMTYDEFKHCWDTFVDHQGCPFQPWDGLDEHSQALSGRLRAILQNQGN
# Gli-Sufu antag: antagonists of Gli-Sufu signaling; Sufu-KO-LIGHT fibroblasts, Gli luciferase reporter luminescence; inhibition, % at 5 µM; hit rate 0.74% among 340,000; AID 588413;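 active means inhibition above about 55%, limit read from the data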;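 further: 0% = DMSO-treated cells and 100% = wells with medium but no cells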
# Active calls of the source: *; / = not tested or not shown.
SMILES,CCR6 antag,MPTP block,EBI2 block,GRIN3A LBD mod,APOBEC3G inh,CXCR6 block,A3A deaminase,Gli-Sufu antag
COc1ccc(S(=O)(=O)N(CC(=O)Nc2ccccc2C(=O)N2CCOCC2)c2ccc(F)cc2)cc1,-8.7,-1.3,6.7,-397.2,3.4,-1.1,12.8,6.1
O=C(NNC(=S)NC1CCCCC1)c1ccc2c(c1)OCO2,13.0,0.1,-9.7,-6.5,-0.7,7.0,-2.1,-41.0
NC(=O)COC(=O)c1ccc(Oc2ccccc2)cc1,0.5,-0.1,-15.3,-2.8,-5.2,-9.3,-0.5,6.6
Fc1ccccc1C1c2cccn2CCN1C(=S)Nc1cccc(Br)c1 (centres undefined),2.2,3.2,-3.8,0.1,-7.4,-10.5,-2.5,4.1
OCCC1CN(CCCc2ccccc2)CCN1Cc1ccc(F)cc1 (centres undefined),14.2,0.3,3.9,-121.3,14.3,9.3,-3.5,7.1
O=C(Nc1cccc(Cl)c1)Nc1cnccn1,6.8,-0.3,-4.6,-28.2,-3.8,-7.2,-1.7,-10.3
COc1cc(-c2nnc3sc(-c4ccncc4)nn23)cc(OC)c1OC,8.7,0.2,4.7,-0.4,6.1,-16.1,-1.7,6.3
CN1c2ccccc2C2(C)CCCC3=Cc4cccc([N+](=O)[O-])c4OC312 (centres undefined),27.6,1.2,41.2*,-0.2,-4.6,13.4,-0.3,28.7
CC(C)N(Cc1ccccc1)C(=O)CN1C(=O)COc2ccc(S(=O)(=O)NC3CCCC3)cc21,23.7,1.4,27.2,-2.6,-1.7,12.1,0.0,-7.0
CC(/C=N\NC(=O)Cn1c(C)nc2ccccc21)=C\c1ccccc1,-5.8,54.0*,0.9,-4.2,-3.8,-7.4,-0.3,3.7
Cc1cc(-c2ccccc2)nc(Cl)c1C#N,15.9,0.2,-12.4,2.0,-1.7,0.2,-2.6,-2.4
O=C(c1ccc2c(=O)n(-c3ccccc3)c(=O)[nH]c2c1)N1CCCCC1,-1.9,1.0,-8.1,-1.3,-6.4,-12.1,-4.1,2.1
CCCCc1ccc(S(=O)(=O)Nc2cc(C)on2)cc1,-5.2,-2.8,1.8,-1.6,6.0,1.6,2.9,/
CC1CCCCN1S(=O)(=O)c1ccc(C(=O)Nc2nnc(-c3ccccc3Cl)o2)cc1 (centres undefined),22.8,-24.1,1.5,-5.0,-2.9,17.7,2.1,4.7
CCC(C(=O)Nc1ccc2[nH]ncc2c1)c1ccccc1 (centres undefined),-6.5,-0.2,-4.7,0.1,6.4,1.4,2.6,20.6
Cc1cc(S(=O)(=O)Nc2ccc3c(c2)COC3=O)ccc1F,-8.6,-2.5,-1.4,-6.1,2.3,8.2,1.3,1.1
Cc1nn(C)c(Cl)c1CN1CCCC(C(=O)Nc2ccc(-c3cscn3)cc2)C1 (centres undefined),2.1,-0.8,-4.9,-0.3,-5.8,-8.8,-6.1,5.4
Cc1ccc(CN(CC(=O)NCCc2ccccc2)C(=O)c2csnn2)cc1,10.6,-0.5,1.2,-0.6,-3.6,-13.1,-0.2,21.4
O=C1c2ccccc2C(=O)N1CCn1ccnc1,5.5,-0.2,1.4,2.2,-9.3,-21.5,-6.1,17.1
O=C(NNC(=S)NCc1ccccc1)c1ccc(Br)o1,4.4,2.6,-1.6,3.5,-15.1,-1.4,-4.5,-20.7
O=C(COC(=O)C1CC2CCCC(C1)C2=O)NNC(=O)c1ccccc1Br (centres undefined),4.8,19.6,-5.2,-1.4,2.2,-17.3,2.0,-2.2
O=C(Nc1ccc(Br)cc1)N1CCCCCCC1,20.5,-0.8,3.8,0.6,-1.7,-2.7,7.9,6.5
Cn1c(SCC(=O)NC2CC2)nnc1C1CC1,-5.2,-0.7,-1.5,-2.3,-3.9,-4.4,-1.2,-4.1
COc1ccccc1-n1cnnc1SCC(=O)NC1CCCCC1,2.8,0.7,-12.5,0.5,-6.7,2.7,5.2,6.4
CCOc1ccc(CNC(=O)CCc2cn(C)c3ccccc23)cc1,8.8,1.2,15.7,-2.6,-5.0,5.1,0.3,-11.2
# Next part
SMILES,CCR6 antag,MPTP block,EBI2 block,GRIN3A LBD mod,APOBEC3G inh,CXCR6 block,A3A deaminase,Gli-Sufu antag
Cc1csc(NC(=O)c2nn(C)c(C)c2[N+](=O)[O-])n1,-1.3,-0.8,0.6,-1.3,-8.9,7.3,6.6,-19.8
Cc1cc(-n2ccnc2)n2c(nc3ccccc32)c1C#N,7.9,0.3,2.2,-0.5,0.9,0.7,1.5,2.8
Cc1ccc(-c2nn(-c3ccccc3)cc2C2CC(c3ccccc3)=NN2C(=O)CCC(=O)O)cc1 (centres undefined),2.6,3.7,5.6,-0.4,-7.1,1.6,-3.2,-1.3
CN(C(=O)c1ccc2nccnc2c1)C1CCCCC1,7.7,0.8,-4.2,-0.1,-9.1,9.1,-4.4,-11.9
O=S(=O)(c1ccccc1)c1nc(NC2CC2)sc1Cl,-0.3,1.1,-0.8,-1.0,-5.6,3.5,-3.0,-2.3
Cc1ccn2cc(CNC(=O)c3ccc(Br)o3)nc2c1,-8.8,0.3,-1.5,1.7,-4.7,1.3,-5.3,4.0
CCc1nc(Nc2cccc(F)c2)c2oc3ccccc3c2n1,-4.2,0.0,-2.3,11.8*,-10.0,-5.4,-4.6,27.1
Cn1ncc(Br)c1C(=O)NC1CCCC1,9.9,-1.4,2.8,-1.2,4.3,4.9,4.1,1.2
COc1ccc(OC(C)=O)c(C2c3cc(OC)c(OC)cc3CCN2C(C)=O)c1 (centres undefined),4.7,-0.4,0.6,-1.1,-6.1,-1.2,-1.4,10.3
CCOc1ccccc1C(=O)OCC(=O)Nc1nnc(-c2ccccc2)o1,2.0,0.0,-8.0,-1.6,-6.7,8.2,3.6,-3.7
O=C(CCSc1ccccc1)NCCN1CCOCC1,-1.4,0.3,-14.3,-1.4,2.2,-3.3,6.9,-5.8
O=C1c2cc(N3CCCC3)c([N+](=O)[O-])cc2C(=O)N1c1ccccc1,19.8,3.5,-10.7,-3.2,-1.1,-7.2,0.1,-2.6
CCOc1ccc(-c2nnc(SCC(=O)N3CCN(c4ccccc4)CC3)o2)cc1,-5.8,-0.8,5.5,-1.6,0.2,0.9,1.4,-7.3
COc1ccc(/C=C/C(=O)NC(=S)N2CCCCC2)cc1OC,3.9,0.0,4.2,-1.7,-12.6,2.7,-5.3,-31.6
COc1cc(NC(=O)c2ccc([N+](=O)[O-])o2)ccc1NC(=O)c1ccco1,-5.0,-0.7,-1.4,8.7,19.8,-5.8,18.7,12.9
Cc1nc(CC(=O)O)c(-c2ccccc2)s1,-4.0,-0.3,0.9,1.5,-4.9,0.5,-2.3,0.8
CC(Nc1nc(-c2ccc(F)cc2)cs1)c1nc2cc(C(F)(F)F)ccc2n1CCOCCO (centres undefined),5.8,-0.2,35.7,-3.2,6.4,-6.4,2.7,9.7
CC1CCc2c(nc3ncnn3c2NCCc2ccccc2F)C1 (centres undefined),14.1,1.7,6.7,-2.7,-5.5,14.8,4.3,17.9
O=C(CSc1ccc2nnc(-c3ccccn3)n2n1)Nc1ccc(F)cc1F,9.7,1.2,0.7,0.5,-2.5,-1.3,-2.3,3.1
CC(C)NC(=O)CSc1nc(-c2ccccc2)cs1,4.2,-0.8,14.3,-0.9,/,-8.7,/,-73.5
Cc1cc(=O)[nH]c(SCC(=O)NNC(=O)Cc2ccccc2)n1,6.3,-0.6,3.6,1.0,-4.7,5.3,-2.0,-1.0
Nc1ccc(C(=O)N/N=C/c2cn(Cc3cccc(F)c3)c3ccccc23)cc1,11.8,1.3,3.7,18.1*,-7.5,6.1,0.5,5.8
CC(=O)NCCN1C(=O)C2C3c4ccccc4C(c4ccccc43)C2C1=O (centres undefined),0.2,-0.3,-5.0,-0.3,-0.6,0.5,4.5,4.5
CC(=O)N1c2ccc(S(=O)(=O)NCCC(=O)NCCc3ccc(C)cc3)cc2CC1C (centres undefined),9.5,1.8,6.2,-0.8,-5.7,-5.0,-3.6,45.2
O=C(c1ccccc1)N1CCN(c2ncccn2)CC1,-2.2,-0.2,-1.7,-2.1,-3.1,7.3,0.9,4.5
# Continued:
SMILES,CCR6 antag,MPTP block,EBI2 block,GRIN3A LBD mod,APOBEC3G inh,CXCR6 block,A3A deaminase,Gli-Sufu antag
Cc1cccc(NS(=O)(=O)Cc2ccccc2)c1C,5.1,1.4,-4.6,-1.0,-11.9,3.0,-4.8,-8.2
Cc1nc(N2CCOCC2)nc(N2CCCCC2C)c1[N+](=O)[O-] (centres undefined),15.2,1.6,-5.0,-2.6,-6.4,0.0,0.3,-25.5
CCC(C)[C@H]1CNCCN1CC1(c2ccccc2)CC1 (some centres undefined),2.8,-0.4,4.0,0.5,-5.3,2.7,-1.5,1.4
Cc1cc(C)cc(N2C(N)=NC(N)=NC2c2ccccc2F)c1 (centres undefined),0.0,-0.3,-8.5,-4.7,-7.5,-14.4,-4.1,/
CC(=O)c1cccc(NC(=O)NN2CCN(C)CC2)c1,-1.8,1.2,1.6,0.9,-3.9,2.5,0.0,-7.6
COc1ccc(NC(=O)c2ccc(-c3nn(C)c(=O)c4ccccc34)cc2)cc1,13.2,-0.6,12.6,-0.8,-2.9,-2.4,-0.9,8.2
COC(=O)C1=NNC2(c3ccc(C)cc3)C(=O)N(c3cccc(C)c3C)C(=O)C12 (centres undefined),-8.0,0.7,4.1,2.7,-5.7,-11.4,-3.8,3.3
COc1ccc(-c2cc(C(=O)Nc3ccc(S(=O)(=O)Nc4onc(C)c4C)cc3)c3ccccc3n2)cc1,13.1,0.9,0.4,-3.6,-6.1,-0.6,0.5,1.4
CSc1nc(NCC(C)C)c2c3c(sc2n1)CN(C)CC3,27.3,-1.0,1.6,-0.8,3.5,6.8,7.5,5.5
O=S(=O)(c1ccc(F)cc1)N1CCN(CCc2ccccc2)CC1,8.1,1.2,22.0,-1.8,7.5,-2.5,-4.1,1.0
CCOC(=O)C1=C(N)Oc2c(oc(CO)cc2=O)C1c1ccccc1 (centres undefined),-3.0,0.6,4.7,-1.8,3.0,0.5,3.6,0.2
N#Cc1c2c(c(-c3ccco3)[nH]c1=O)CCCC2,9.0,-1.6,-3.2,-0.3,12.3,5.7,20.1,3.1
CCOC(=O)N1CCN(C(=O)C(NC(=O)c2ccco2)C(C)C)CC1 (centres undefined),-3.2,0.9,-7.4,2.8,3.0,-11.6,-0.5,25.4
CN(CC(=O)Nc1cccc(F)c1)C(=O)CNC(=O)Cc1cccc2ccccc12,-1.6,-1.4,-0.4,2.2,-11.3,2.6,-2.1,0.5

# Structural class: those above containing a Cl atom
SMILES,CCR6 antag,MPTP block,EBI2 block,GRIN3A LBD mod,APOBEC3G inh,CXCR6 block,A3A deaminase,Gli-Sufu antag
O=C(Nc1cccc(Cl)c1)Nc1cnccn1,6.8,-0.3,-4.6,-28.2,-3.8,-7.2,-1.7,-10.3
Cc1cc(-c2ccccc2)nc(Cl)c1C#N,15.9,0.2,-12.4,2.0,-1.7,0.2,-2.6,-2.4
CC1CCCCN1S(=O)(=O)c1ccc(C(=O)Nc2nnc(-c3ccccc3Cl)o2)cc1 (centres undefined),22.8,-24.1,1.5,-5.0,-2.9,17.7,2.1,4.7
Cc1nn(C)c(Cl)c1CN1CCCC(C(=O)Nc2ccc(-c3cscn3)cc2)C1 (centres undefined),2.1,-0.8,-4.9,-0.3,-5.8,-8.8,-6.1,5.4
O=S(=O)(c1ccccc1)c1nc(NC2CC2)sc1Cl,-0.3,1.1,-0.8,-1.0,-5.6,3.5,-3.0,-2.3

# Whole records as entered above.
# Results for `COC(=O)C1=NNC2(c3ccc(C)cc3)C(=O)N(c3cccc(C)c3C)C(=O)C12` (centres undefined) → CCR6 antag = -8.0; MPTP block = 0.7; EBI2 block = 4.1; GRIN3A LBD mod = 2.7; APOBEC3G inh = -5.7; CXCR6 block = -11.4; A3A deaminase = -3.8; Gli-Sufu antag = 3.3
# Results for `CN(CC(=O)Nc1cccc(F)c1)C(=O)CNC(=O)Cc1cccc2ccccc12` → CCR6 antag = -1.6; MPTP block = -1.4; EBI2 block = -0.4; GRIN3A LBD mod = 2.2; APOBEC3G inh = -11.3; CXCR6 block = 2.6; A3A deaminase = -2.1; Gli-Sufu antag = 0.5
